# Source: PubChem (several laboratories)
# SR-BI HDL uptake – mouse SR-BI HDL lipid transfer inhibition. Q61009. ldlA[mSR-BI] CHO cells, DiI-HDL uptake fluorescence, 3 h. inhibition, % at 12.5 µM. hit rate 0.96% among 320,000. AID 488896;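 active = mean replicate inhibition of at least 70% and a set share of replicates each scoring 70 or more; inconclusive = meets just one of the two criteria; inactive = fails both criteria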;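 also: 0% = median of neutral control wells and 100% = median of positive control wells; values of inactives mirror those of a sister screen read the other way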
# Rtt109 HAT inh – C. albicans Rtt109 histone acetyltransferase inhibition. Q5AAJ8. purified Rtt109/Vps75, ThioGlo CoA-SH fluorescence, 4 h. inhibition, % at 34.9 µM. hit rate 0.16% among 330,000. AID 540336;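 active = inhibition of at least 50% in every replicate; inconclusive = best replicate reaches 50% inhibition but some replicates fall short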
# Target sequence (Q5AAJ8 whole entry, looked up): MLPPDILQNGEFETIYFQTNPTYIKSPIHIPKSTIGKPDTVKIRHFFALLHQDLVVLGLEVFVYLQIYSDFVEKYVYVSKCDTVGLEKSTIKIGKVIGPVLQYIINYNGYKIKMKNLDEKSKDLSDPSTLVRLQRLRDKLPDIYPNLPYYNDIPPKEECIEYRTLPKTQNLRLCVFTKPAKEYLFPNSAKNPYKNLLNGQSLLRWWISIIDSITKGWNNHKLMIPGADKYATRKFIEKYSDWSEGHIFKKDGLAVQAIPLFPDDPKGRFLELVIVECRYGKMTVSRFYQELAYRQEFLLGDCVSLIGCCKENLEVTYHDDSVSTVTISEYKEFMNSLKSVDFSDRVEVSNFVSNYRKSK
# MITF TRPM1 HTS – MITF TRPM1 promoter activation in melanoma cells. activation, % at 12.5 µM. SK-MEL-5 TRPM1-promoter luciferase, 24 h; % of positive control, neutral wells = 0. hit rate 0.75% among 300,000. AID 588334;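 active = mean activation of at least 80% with every replicate also reaching 80%; inconclusive = mean reaches 80% but some replicate falls short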;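 also: 0% = neutral control wells and 100% = parthenolide positive control wells; values of inactives mirror those of a sister screen read the other way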
# SR-BI DiI-HDL act – activators of SR-BI mediated HDL lipid uptake. CHO ldlA[mSR-BI] cells, DiI-HDL uptake fluorescence, 3 h; 100 = double the neutral-control signal. activation, % at 12.5 µM. hit rate 0.096% among 320,000. AID 504775;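 active = mean replicate activation of at least 60% and every replicate at or above 60%; inconclusive = mean or all-replicate condition met, but not both; inactive = mean below 60% and not all replicates reaching 60%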;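 also: 0% = median plate neutral-control signal and 100% = twice that signal; values of inactives mirror those of a sister screen read the other way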
#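 Assay system: CHO ldlA[mSR-BI] cells, LDL receptor-null, SR-BI overexpressing; medium: Ham's F12 with 0.5% BSA, HEPES 25 mM, pH 7.4; also added: DiI-HDL 10 µg/mL; timing: 3 h uptake period with compound, 37 °C; signal: DiI fluorescence, bottom read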
# Wnt act – activates Wnt/beta-catenin signaling in a reporter cell assay; activator, plate reader; activation, % at 9.35 µM; hit rate 1.2% among 300,000; in the data active = activation above about 30%, passing the limit was not always enough; inconclusive = no clear call, values can overlap the other calls;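 also: 0% = neutral control wells and 100% = positive control wells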
# CDK5 p35 inh – inhibitors of human CDK5/p35 kinase. hit rate 0.01% among 330,000. inhibition, % at 10 µM. Q00535+Q15078. AID 488839. Recombinant CDK5/p35, ADP-Glo luminescence, 60 min;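 active = highest replicate inhibition of at least 50% and at least 75% of replicates reaching 50%; inconclusive = only one of the two criteria met; inactive = both criteria failed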;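 also: plate controls were DMSO neutral control for no effect and GW8510 at 10 µM for full effect; many of its hits are not listed in these tables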
# HTR5A ag – activates human HTR5A in OPRM1-OPRD1 agonist counter-screen; AID 504692; hit rate 0.61% among 340,000; HTR5A agonist assay, luminescence, cell-based; P47898; activation, % at 9.3 µM; in the data active = activation mostly above about 9.5%, no sharp cut-off; inactive = mostly below about 7.6%;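 also: 0% = cells with vehicle only and 100% = reference agonist; strong numbers were not always called active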
# Target sequence (P47898 whole entry, looked up): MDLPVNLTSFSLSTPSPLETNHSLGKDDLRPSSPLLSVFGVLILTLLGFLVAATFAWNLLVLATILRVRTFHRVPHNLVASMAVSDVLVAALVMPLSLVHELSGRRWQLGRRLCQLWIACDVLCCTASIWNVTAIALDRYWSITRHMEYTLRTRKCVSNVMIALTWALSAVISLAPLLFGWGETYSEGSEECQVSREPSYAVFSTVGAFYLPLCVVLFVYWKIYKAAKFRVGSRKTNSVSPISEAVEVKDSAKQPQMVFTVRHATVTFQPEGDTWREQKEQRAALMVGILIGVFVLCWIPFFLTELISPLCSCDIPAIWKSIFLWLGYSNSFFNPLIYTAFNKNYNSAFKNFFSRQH
# RTF Ca sens act – cardiac RTF calcium sensitization. P19429+P45379. IANBD-labeled TnC RTF fluorescence at EC20 calcium; 0% EC20 calcium, 100% full calcium. activation, % at 7.2 µM. hit rate 0.24% among 340,000;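 active = activation above the mean over all tested compounds plus 3 SD, cut at about 30% in these data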;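 also: rise in fluorescence read as greater calcium sensitivity of cardiac thin filaments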
# dFosB activator – mouse delta FosB homodimer activation; purified delta FosB, TAMRA-CDK5 oligo fluorescence polarization; percent of positive-control signal above neutral wells; activation, % at 25 µM; hit rate 0.99% among 340,000; AID 493131;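 active = mean activation above about 17%, with every replicate also reaching it, limit read from the data, passing the limit was not always enough; inconclusive = only one of the two conditions met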;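 also: fluorescence polarization rise as delta FosB binds a TAMRA Cdk5 AP-1 oligo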
# Target sequence (P13346 whole entry, looked up): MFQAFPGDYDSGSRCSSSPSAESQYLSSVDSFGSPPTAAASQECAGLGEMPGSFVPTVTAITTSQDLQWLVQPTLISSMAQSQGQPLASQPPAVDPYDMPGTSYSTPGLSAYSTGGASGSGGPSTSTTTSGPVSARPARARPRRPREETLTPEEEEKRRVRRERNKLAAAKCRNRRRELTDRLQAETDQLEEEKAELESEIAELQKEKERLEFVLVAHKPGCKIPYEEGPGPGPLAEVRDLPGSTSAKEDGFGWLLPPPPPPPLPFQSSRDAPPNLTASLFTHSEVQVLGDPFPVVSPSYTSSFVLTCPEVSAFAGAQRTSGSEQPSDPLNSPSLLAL
# PvdQ inh – blocks Pseudomonas aeruginosa PvdQ acylase activity; inhibition, % at 10 µM; hit rate 0.063% among 340,000; purified PvdQ acylase, fluorescence plate reader; AID 488965; in the data active = inhibition above about 30%, passing the limit was not always enough; inconclusive = no clear call, values can overlap the other calls;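 also: 0% = vehicle neutral wells and 100% = reference inhibitor wells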
# Active calls of the source: *; u = inconclusive; x = no result given.
SMILES,SR-BI HDL uptake,Rtt109 HAT inh,MITF TRPM1 HTS,SR-BI DiI-HDL act,Wnt act,CDK5 p35 inh,HTR5A ag,RTF Ca sens act,dFosB activator,PvdQ inh
Cc1oc(-c2ccc(Cl)cc2)nc1CN1CCC(C(=O)N2CCN(Cc3ccccc3)CC2)CC1,41,20,-12,-41,-4,1.3,16*,11,-8,-5
Cc1ccc(OCC(=O)Nc2ccc3c(c2)C(=O)NC3=O)cc1,-23,2,22,23,1,0.0,4,1,0,-7
O=C(Nc1ccc(F)cc1)C1CCC(CNc2c(N3CCCCC3)c(=O)c2=O)CC1 (stereo unspecified),-6,16,10,6,-1,1.2,0,8,-3,7
CCOc1ccc(S(=O)(=O)N2CCN(CCNS(=O)(=O)c3ccc(C)cc3)CC2)cc1,-4,4,-7,4,2,-0.7,-1,1,-11,-6
CCCCOC(=O)Nc1ccc(C(N)=O)cc1,-26,-7,48,26,x,1.3,2,-1,2,-5
Cc1cc(C)cc(N(C(=O)c2ccccn2)C(C(=O)NC2CCCCC2)c2ccncc2)c1 (stereo unspecified),0,-10,7,0,-2,3.1,-1,2,-8,8
COc1cccc(NC(=S)NNC(=O)c2ccccc2OC(F)F)c1,8,8,-13,-8,x,1.8,1,0,6,-1
COC(=O)CCCC1=CC2=C(c3ccccc3)C(=O)C(C)(OC(=O)C3CCCC3)C(=O)C2=CN1CCc1c[nH]c2ccccc12 (stereo unspecified),-11,-1,-19,11,-1,1.0,15*,-2,-4,-13
Cc1cccc(-n2cnc(C(=O)NNC(=S)Nc3ccccc3)c2)n1,10,11,-7,-10,2,0.4,4,7,-5,-13
CC/C(=N/Nc1ccc(Cl)cc1)c1cnnc(SC)n1,20,2,6,-20,x,-0.6,0,9,1,-11
COc1ccc(C2C(C#N)=C(N)Oc3cc(C)[nH]c(=O)c32)cc1OC (stereo unspecified),x,-3,9,x,4,0.1,3,-4,5,-17
O=C(NCCCn1ccnc1)/C(=C/c1ccco1)NC(=O)c1cccs1,-12,8,2,12,-12,-0.9,2,6,8,5
S=c1[nH]nc(-c2cc(-c3ccccc3)n[nH]2)n1/N=C/c1ccc(Cl)cc1,8,-16,x,-8,-1,0.1,1,6,3,-5
Cc1nc(C(F)(F)F)ccc1C(=O)Nc1ccccc1F,2,-6,6,-2,-2,1.1,1,-1,-1,13
COc1ccccc1C(=O)NC(=O)COC(=O)c1nc2nc(C)cc(C)n2n1,-3,-3,0,3,0,0.5,-5,-4,7,3
CC(=O)C1C(C)CC2C3CCC4CC(=O)CCC4(C)C3CCC21C (stereo unspecified),4,-4,10,-4,2,-2.5,-1,0,-10,-3
CC(=O)N1CCN(c2ccc(NC(=O)c3ccc(Cl)c([N+](=O)[O-])c3)cc2)CC1,18,3,12,-18,0,-0.3,3,0,-8,-16
CCn1cnc2cc(NCc3nc4ccccc4n3Cc3ccccc3)ccc21,1,3,11,-1,x,-0.7,3,14,-7,-7
COc1cccc(CNC(=O)COC(=O)c2ccc(C(=O)c3ccccc3)cc2)c1,-15,14,8,15,1,0.8,0,2,-11,0
CCC(C)(C)NC(=O)C(c1ccc(OC)cc1)N(C(=O)CCC(=O)Nc1cc(C)on1)c1cccc(F)c1 (stereo unspecified),x,13,x,x,-3,-0.4,6,2,-14,11
CCOC(=O)c1cc(-c2ccccc2)n(CC(=O)Nc2ccc(OC)cc2)c1C,-22,0,5,22,-6,-0.9,2,6,7,-16
Cc1ccc(OCC(=O)NN2C(=O)c3ccccc3C2=O)cc1,x,-23,-16,x,-3,1.3,8,-2,-3,-8
Cc1ccc(-c2nc3c(c(=O)[nH]c(=O)n3Cc3ccccc3)n2Cc2ccccc2)o1,-15,-3,-13,15,-2,-1.7,-4,-4,-3,-11
CCOC(=O)Cn1c(=N)n(CCOc2cccc(C)c2)c2ccccc21,-6,4,-1,6,-5,-0.7,3,9,-7,16
CCOC(=O)c1sc(C)c(C(=O)NCCCN2CCOCC2)c1N,-10,4,7,10,x,1.8,1,0,1,-12
CC(C)C1C(c2ccccc2)NC(c2ccccc2)CC1(O)c1ccc(F)cc1 (stereo unspecified),-23,-1,x,23,-1,0.9,6,0,u,-17
O=C(c1cn(-c2ccccc2)nc1-c1ccncc1)N1CCCCC1,8,-8,-5,-8,0,-2.3,-4,3,-3,-18
CC(C)(C)c1ccc(C(=O)Nc2ccc(O)c3c(=O)cc(-c4ccccc4Cl)oc23)cc1,53,-10,6,-53,4,0.3,3,-4,0,-7
CCOc1ccc(NC(=O)C(=O)NCC2CCCN2CC)cc1 (stereo unspecified),-2,6,6,2,x,0.5,-2,-1,-5,0
COc1ccc(O)c(C(=O)c2cnc3c(c2)c(C)nn3CCO)c1,x,10,0,x,-1,-1.8,11,-6,-4,10
CCOc1ccc(-c2nnc(N)o2)cc1,-38,-10,27,38,x,-0.5,0,0,5,5
CC1Cc2ccccc2N1C(=O)CSc1nc(-c2ccccc2)cs1 (stereo unspecified),20,17,2,-20,-3,-0.1,6,-2,-6,2
CC(=O)N(c1nnc(-c2ccc(C)cc2)s1)C1CCCC1,-14,0,x,14,5,-1.7,0,-2,-14,0
CCn1c(=O)oc2cc(NC(=O)CCl)ccc21,-12,-8,-35,12,4,1.0,2,7,-5,-7
CCOC(=O)c1c(NC(=O)C2CC=CCC2C(=O)O)sc(C)c1CC (stereo unspecified),-36,15,-18,36,0,-0.6,-2,2,-4,-12
C=C1CCN([C@H](C(=O)NCc2ccco2)C(C)C)S(=O)(=O)c2ccccc21,-7,0,0,7,-3,-0.5,1,4,1,-20
COc1ccc(C(=O)COC(=O)CN2CC(=O)Oc3ccccc32)cc1Br,-20,-5,-4,20,x,0.1,-5,-8,-4,-7
N#Cc1ccccc1NC(=O)CN1C(=O)NC2(CCCC2)C1=O,-1,3,-8,1,-1,1.7,-1,-4,-6,-9
O=C(N/N=C/c1ccc(N2CCOCC2)o1)c1ccccc1[N+](=O)[O-],-26,4,-4,26,3,-1.7,-2,2,0,-6
Cc1ccc(OCc2ccc(C(=O)O)o2)cc1C,2,-4,19,-2,30,-0.2,-1,17,-1,-6
Cc1ccc(N(C(=O)c2csnn2)C(C(=O)NC2CCCCC2)c2ccncc2)c(C)c1 (stereo unspecified),x,-2,3,x,-1,1.1,1,3,-5,-18
Cc1ccc(C(=O)c2c[nH]c3c(F)cc(F)cc3c2=O)cc1,-7,-7,-4,7,-1,0.6,3,-5,1,16
CCn1cc(C(=O)N2CCN(c3ccccn3)CC2)c(=O)c2cc(S(=O)(=O)N3CCC(C)CC3)ccc21,8,8,-6,-8,-2,-4.7,2,2,-7,-12
Cc1ccc(OCc2nnc(SCC(=O)N3CCc4ccccc43)n2C)cc1,-9,27,0,9,x,1.1,5,0,3,9
Cc1cc([N+](=O)[O-])nn1CC(=O)Nc1ccc(Cc2ccncc2)cc1,4,2,-1,-4,-3,-0.4,-2,5,-4,5
CC(C)=CCC/C(C)=C/CNC(=O)C[C@H]1C[C@H](C(=O)N(C(C)C)C(C)C)[C@@]2(C)c3[nH]c4cc(CCC(=O)N(C)C)ccc4c3CCN2C1=O,57,0,-7,-57,-4,0.0,0,0,-17,-6
Cc1cccc(OCC(=O)NCCNC(=O)c2ccncc2)c1,5,-9,0,-5,-1,-0.8,-1,4,-13,-7
CCOc1cc(C2C(C(=O)c3ccco3)=C(O)C(=O)N2Cc2ccccc2)ccc1O (stereo unspecified),-22,-1,3,22,-1,-0.3,2,3,0,-14
COc1ccc(OCCCC(=O)OCC(=O)Nc2sccc2C(N)=O)cc1,-1,0,-2,1,-3,-0.6,0,-3,-2,-14
CCCCCCn1nc(C(=O)OCC(=O)c2c(N)n(C)c(=O)n(C)c2=O)c2ccccc2c1=O,19,6,-4,-19,-1,-0.2,2,-3,-11,-5
Cc1nn(Cc2noc(C(=O)NCc3ccccn3)n2)c(C)c1Br,5,43,1,-5,-1,1.9,0,-10,-3,6
S=C(NCCCc1ccccc1)NCc1ccccc1,-26,-3,3,26,-1,-1.1,1,8,-4,0
CC(O)c1cccc(NC(=O)C2CCCCC2)c1 (stereo unspecified),-21,-5,7,21,3,0.3,1,0,6,0
CN(C(=O)c1ccccc1)c1nc2ccccc2s1,27,-2,46,-27,x,-0.6,6,3,-8,-7

# Some of the entries so far, with bars between the fields.
Molecule | SR-BI HDL uptake | Rtt109 HAT inh | MITF TRPM1 HTS | SR-BI DiI-HDL act | Wnt act | CDK5 p35 inh | HTR5A ag | RTF Ca sens act | dFosB activator | PvdQ inh
Cc1ccc(C(=O)c2c[nH]c3c(F)cc(F)cc3c2=O)cc1 | -7 | -7 | -4 | 7 | -1 | 0.6 | 3 | -5 | 1 | 16
CCn1cc(C(=O)N2CCN(c3ccccn3)CC2)c(=O)c2cc(S(=O)(=O)N3CCC(C)CC3)ccc21 | 8 | 8 | -6 | -8 | -2 | -4.7 | 2 | 2 | -7 | -12
Cc1ccc(OCc2nnc(SCC(=O)N3CCc4ccccc43)n2C)cc1 | -9 | 27 | 0 | 9 | x | 1.1 | 5 | 0 | 3 | 9
Cc1cc([N+](=O)[O-])nn1CC(=O)Nc1ccc(Cc2ccncc2)cc1 | 4 | 2 | -1 | -4 | -3 | -0.4 | -2 | 5 | -4 | 5
CC(C)=CCC/C(C)=C/CNC(=O)C[C@H]1C[C@H](C(=O)N(C(C)C)C(C)C)[C@@]2(C)c3[nH]c4cc(CCC(=O)N(C)C)ccc4c3CCN2C1=O | 57 | 0 | -7 | -57 | -4 | 0.0 | 0 | 0 | -17 | -6
Cc1cccc(OCC(=O)NCCNC(=O)c2ccncc2)c1 | 5 | -9 | 0 | -5 | -1 | -0.8 | -1 | 4 | -13 | -7
CCOc1cc(C2C(C(=O)c3ccco3)=C(O)C(=O)N2Cc2ccccc2)ccc1O (stereo unspecified) | -22 | -1 | 3 | 22 | -1 | -0.3 | 2 | 3 | 0 | -14
COc1ccc(OCCCC(=O)OCC(=O)Nc2sccc2C(N)=O)cc1 | -1 | 0 | -2 | 1 | -3 | -0.6 | 0 | -3 | -2 | -14
CCCCCCn1nc(C(=O)OCC(=O)c2c(N)n(C)c(=O)n(C)c2=O)c2ccccc2c1=O | 19 | 6 | -4 | -19 | -1 | -0.2 | 2 | -3 | -11 | -5
Cc1nn(Cc2noc(C(=O)NCc3ccccn3)n2)c(C)c1Br | 5 | 43 | 1 | -5 | -1 | 1.9 | 0 | -10 | -3 | 6
S=C(NCCCc1ccccc1)NCc1ccccc1 | -26 | -3 | 3 | 26 | -1 | -1.1 | 1 | 8 | -4 | 0
CC(O)c1cccc(NC(=O)C2CCCCC2)c1 (stereo unspecified) | -21 | -5 | 7 | 21 | 3 | 0.3 | 1 | 0 | 6 | 0
CN(C(=O)c1ccccc1)c1nc2ccccc2s1 | 27 | -2 | 46 | -27 | x | -0.6 | 6 | 3 | -8 | -7
